Screening results: PubChem, several laboratories
KOR beta-arrestin-1: KOR antagonists, beta-arrestin recruitment, cell-based, luminescence, uHTS (AID 1778) | Kappa-type opioid receptor (Homo sapiens) | KOR beta-arrestin recruitment, luminescence, antagonist mode; higher % means a stronger effect | inhibition, % at 10 µM; hits with a dose series show IC50 in µM | 290,000 compounds, 0.091% hits; further: strong numbers were not always called active
HEK293 NOD2/NF-kB: NOD2 signaling inhibitors, cell-based, luminescence, uHTS, HEK293 (AID 1566) | 290,000 compounds, 0.63% hits | inhibition, % at 4 µM; hits with a dose series show EC50 in µM | HEK293 NOD2/NF-kB luciferase reporter, luminescence; higher % means a stronger effect; further: many of its hits are not listed in these tables
P. falciparum M17LAP: P. falciparum M17LAP inhibitors, primary screen, biochemical, fluorogenic H-Leu-NHMec substrate, 1536-well (AID 1619) | 220,000 compounds, 0.38% hits | Leucine aminopeptidase (Plasmodium falciparum (isolate 3D7)) | inhibition, % at 30 µM, or IC50 in µM where a hit was titrated | recombinant M17LAP, H-Leu-NHMec fluorogenic kinetic assay; higher % means a stronger effect;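 active means compound inhibiting the enzyme by more than half at any dose during confirmatory dose-response retesting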;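 further: plate controls were full reaction with DMSO carrier for no effect and no enzyme background for full effect; strong numbers were not always called active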
GPR55 activation: GPR55 agonists via beta-arrestin recruitment, primary screen, imaging, U2OS cells, beta-arrestin-GFP redistribution (AID 1961); 290,000 compounds, 0.048% hits; G-protein coupled receptor 55 (Homo sapiens); U2OS GPR55 beta-arrestin-GFP redistribution imaging; higher % means a stronger effect; activation, % at 10 µM, or EC50 in µM where a hit was titrated;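 active means activation above 40% with more than 50 cells counted in the well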;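 further: U2OS osteosarcoma cells stably expressing GPR55 and beta-arrestin-GFP; plate controls were DMSO negative control for no effect and LPI positive control for full effect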
AID2073: inhibitors of Mint1-CaV2.2 protein interaction, biochemical, HTRF (AID 2073); Voltage-dependent N-type calcium channel subunit alpha-1B (Homo sapiens); HTRF protein-protein interaction, Mint1-CaV2.2; higher % means a stronger effect; inhibition, % at 20 µM; hits with a dose series show IC50 in µM; 290,000 compounds, 0.19% hits; in the data active means inhibition mostly above about 51%, no sharp cut-off; further: some results filed as inactive read as strong as hits
Dynein transport: inhibitors of GR-EGFP nuclear translocation, primary screen, dynein cargo transport inhibitor project, imaging, high-content, 3617.4 mouse cells; test concentration mostly 20 µM; stimulated with dexamethasone, 1 µM; stronger effect = lower value; z-score, hits read low; 220,000 compounds, 0.47% hits; AID 1381, 2008;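 active means plate z-score of nuclear minus cytoplasmic receptor signal below a set negative limit, without overly bright fluorescence or cell loss, cut at about -3.5 in these data, passing the limit was not always enough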;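 further: z-score of nuclear minus cytoplasmic ring GR-EGFP intensity difference per well; some compounds called inactive have numbers as strong as hits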
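Schedule: 48 h induction, then 1 h compound, then 30 min agonist, 37 °C. Buffer or medium: tetracycline-free induction medium containing charcoal-stripped FBS. Reagent: 1.0 µM final dexamethasone stimulus. Evaluation: nuclear versus cytoplasmic GR-EGFP signal, averaged per well. Signal: high-content fluorescence imaging after fixation.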
M1AAP inhibition: P. falciparum M1AAP inhibitors, biochemical, fluorogenic H-Leu-NHMec substrate, 1536-well (AID 1445); recombinant M1AAP, H-Leu-NHMec fluorogenic kinetic assay; higher % means a stronger effect; 220,000 compounds, 0.42% hits; inhibition, % at 30 µM; hits with a dose series show IC50 in µM; Aminopeptidase N (Plasmodium falciparum (isolate 3D7));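 active means primary inhibition above the hit cutoff, then over 50% inhibition at one or more dose response concentrations, cut at about 23% in these data, passing the limit was not always enough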;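 further: plate controls were DMSO full reaction for no effect and no enzyme background for full effect; strong numbers were not always called active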
KOR beta-arrestin-2: KOR agonists, beta-arrestin recruitment, primary screen, cell-based, luminescence, uHTS (AID 1777); Kappa-type opioid receptor (Homo sapiens); 280,000 compounds, 0.02% hits; KOR beta-arrestin recruitment, luminescence; higher % means a stronger effect; one-dose activation, % at 10 µM; EC50 in µM for titrated hits; in the data active means activation above about 50%, passing the limit was not always enough; further: a part of the inactive calls stands beside numbers as strong as those of hits
NOD1 NF-kB reporter: NOD1 signaling inhibitors, primary screen, cell-based, luminescence, uHTS (AID 1578); 290,000 compounds, 1% hits; inhibition, % at 4 µM, or EC50 in µM where a hit was titrated; NOD1-driven NF-kB luciferase reporter cells, luminescence; higher % means a stronger effect; in the data active means inhibition mostly above about 36%, no sharp cut-off; inactive means mostly below about 34%;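 further: HEK-293T reporter cells stimulated with the NOD1 agonist gamma-tri-DAP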
Dynein transport cytoplasmic EGFP: second read-out of Dynein transport, no call of its own (marks repeat the call); z-score; measured here: cytoplasmic GR-EGFP intensity; stronger effect = higher value
Dynein transport nuclear GR-EGFP: further read-out of Dynein transport, marked with its call; z-score; measured here: nuclear GR-EGFP intensity;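 lower value marks the stronger effect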
Dynein transport cell count: recorded beside Dynein transport, whose call it bears; z-score; measured here: cell count per field
* = called active by the depositor; · = not tested or not shown; [ ] = another dose, or the depositor's remark. Unless noted, no stated cut-off is given here; in the data, active means inhibition above about 50%; inactive means the rest. Only part of the results is shown, so the mix of outcomes need not match the whole.

SMILES	KOR beta-arrestin-1	HEK293 NOD2/NF-kB	P. falciparum M17LAP	GPR55 activation	AID2073	Dynein transport	Dynein transport cytoplasmic EGFP	Dynein transport nuclear GR-EGFP	Dynein transport cell count	M1AAP inhibition	KOR beta-arrestin-2	NOD1 NF-kB reporter
O=C(CCCN1C(=O)C2CC=CCC2C1=O)Nc1ccccc1Cl (centres undefined)	-14%	14%	·	0.4%	8%	·	·	·	·	·	9.4%	24%
C=C1CCC2C(C)(C)[C@H](O)CC[C@@]2(C)[C@@H]1COc1cc(=O)oc2ccccc12 (some centres undefined)	-15%	-4%	-2%	-0.1%	3%	0.041	-0.28	0.36	0.52	1%	-2.7%	3%
Cc1cc2c(cc1S(=O)(=O)Nc1ccc(OC(F)(F)F)cc1)OCC(=O)N2	-73%	4%	·	-0.1%	5%	·	·	·	·	·	5.7%	-4%
O=C(NCCCCc1ccccc1)Nc1cccc(F)c1	0%	-19%	·	-0.1%	3%	·	·	·	·	·	1.6%	-18%
O=C(Nc1nc2ccsc2c(=O)s1)c1ccc(F)cc1Cl	17%	-145%	2%	0.3%	18%	-0.37	-0.15	0.25	0.94	-3%	0.0%	-1%
CCCCNC(=O)c1cc(-c2ccc(OC)c(OC)c2)on1	-8%	-8%	1%	-0.2%	-5%	-0.38	-0.17	-0.17	-0.12	2%	-1.7%	-16%
Cc1ccc(NC2CCCN(C(=O)c3ccnc(Cl)c3)C2)cc1C (centres undefined)	-16%	6%	·	0.6%	0%	·	·	·	·	·	7.7%	-22%
CNC(=S)N(CCCO)Cc1cc2cc3c(cc2[nH]c1=O)OCO3	4%	0%	·	0.0%	-3%	·	·	·	·	·	-3.1%	-7%
CCOc1ccccc1NC(=O)CSc1nnc(Cc2cccn2C)n1-c1ccc(F)cc1	2%	·	12%	0.3%	-4%	0.57	-0.0045	0.71	-0.73	5%	-1.0%	·
Cn1cc(Cl)c(C(=O)Nc2nc3ccccc3s2)n1	1%	-176%	-3%	-0.3%	-5%	0.033	0.45	0.49	1.9	-1%	-0.2%	-38%
CCOC(=O)c1c(C)[nH]c(N=Nc2cccc(OC)c2)c1C	15%	-71%	-1%	0.1%	-1%	0.72	-0.26	0.61	-1.1	10%	-5.4%	-59%
Cc1cc(C)c[n+](-c2[nH]c(=O)sc2/C=N/N=C(\N)[S-])c1	41%	-6%	21%	0.1%	-2%	0.55	-0.27	0.55	-0.4	7%	-6.2%	-14%
CCc1ccc(C(=O)Nc2cc(C)on2)o1	-12%	-3%	·	0.6%	10%	·	·	·	·	·	-3.9%	-39%
Cc1c(CNC2CCCC(C)C2C)c(C(=O)O)c(C)n1Cc1ccccc1 (centres undefined)	1%	-2%	12%	1.0%	0%	-0.0087	-0.29	-0.18	0.26	1%	6.1%	-19%
NC(=O)c1c(NC(=O)CN2C(=O)NC(Cc3ccccc3)C2=O)sc2c1CCC2 (centres undefined)	53%	6%	2%	-0.1%	2%	-0.1	-0.22	-0.31	0.23	2%	7.3%	7%
CCOc1ccc(-n2c(SCC(=O)N3CCc4ccccc43)nnc2-c2c[nH]c3ccccc23)cc1	-8%	9%	0%	0.2%	8%	-1	-0.26	0.12	0.9	10%	-0.5%	-27%
CCOC(=O)[C@@H]1[C@H]2COc3ccccc3[C@@H]2N2C(=O)N(c3ccc(F)cc3)C(=O)[C@@]12C	-6%[20 µM]	21%	·	0.0%	4%	·	·	·	·	·	-4.1%	-2%
CCOC(=O)N1CCN(C(=S)NC(=O)c2cc(Br)ccc2Cl)CC1	-25%	-1%	10%	0.2%	0%	-0.14	-0.045	0.14	-0.074	5%	-2.6%	-25%
COC(=O)C1=C(C)NC2=C(C(=O)CCC2)C1c1coc2ccccc2c1=O (centres undefined)	16%	7%	0%	0.3%	6%	0.084	0.31	0.96	-0.62	9%	-6.2%	-9%
COc1cccc(C(c2c(N)n(C)c(=O)n(C)c2=O)C(C)[N+](=O)[O-])c1 (centres undefined)	14%	16%	6%	-0.2%	0%	-0.57	-0.21	0.049	0.86	3%	4.4%	-10%
O=C(Nc1cccc(C(F)(F)F)c1)C(Sc1n[nH]c(=O)[nH]c1=O)c1ccccc1 (centres undefined)	9%	-2%	-8%	-0.1%	-9%	0.12	-0.26	-0.052	0.44	6%	0.5%	3%
FC(F)(F)c1cccc(NC(=S)NC(c2ccccc2)c2ccccc2)c1	-8%	-17%	0%	0.8%	5%	-0.34	-0.1	0.027	-0.055	9%	9.1%	-19%
COCCNc1c2c(nc3ccccc13)CCC2	2%	6%	·	-0.1%	17%	·	·	·	·	·	-1.9%	-15%
Cc1onc(-c2ccccc2Cl)c1NC(=O)NCc1cccs1	20%	11%	-7%	-0.2%	6%	-0.16	-0.07	-0.23	-0.042	2%	-2.5%	2%
CC1CCCN(C(=O)CCNS(=O)(=O)c2ccc3c(c2)c(=O)n(C)c(=O)n3C)C1 (centres undefined)	-22%	-10%	·	0.2%	2%	·	·	·	·	·	0.0%	-22%

Next part, starting with the last two of the part before.
SMILES	KOR beta-arrestin-1	HEK293 NOD2/NF-kB	P. falciparum M17LAP	GPR55 activation	AID2073	Dynein transport	Dynein transport cytoplasmic EGFP	Dynein transport nuclear GR-EGFP	Dynein transport cell count	M1AAP inhibition	KOR beta-arrestin-2	NOD1 NF-kB reporter
Cc1onc(-c2ccccc2Cl)c1NC(=O)NCc1cccs1	20%	11%	-7%	-0.2%	6%	-0.16	-0.07	-0.23	-0.042	2%	-2.5%	2%
CC1CCCN(C(=O)CCNS(=O)(=O)c2ccc3c(c2)c(=O)n(C)c(=O)n3C)C1 (centres undefined)	-22%	-10%	·	0.2%	2%	·	·	·	·	·	0.0%	-22%
CCn1cc(C=O)c2cc(S(=O)(=O)N3CCOCC3)ccc21	-25%	6%	18%	0.3%	-4%	1.6	-0.2	1.4	-1.1	2%	1.3%	-26%
O=C(NCc1ccncc1)C(=O)NCC1OCCCN1S(=O)(=O)c1cc(F)ccc1F (centres undefined)	9%	3%	·	0.0%	11%	·	·	·	·	·	-2.4%	-22%
COc1ccc(CNC(=O)CSc2nn3c(=O)c(C(C)(C)C)nnc3s2)cc1OC	29%	38%	1%	-0.4%	-2%	-0.22	-0.26	-0.3	0.77	3%	-6.6%	-25%
CCCC(CCC)C(=O)OC1C[C@H]2CC[C@@H](C1)[N+]2(C)C (some centres undefined)	2%	2%	-20%	0.2%	-1%	0.085	-0.27	0.5	0.32	6%	-1.4%	-23%
COCCn1c(C)cc(C(=O)CSc2nc(C)cc(C)c2C#N)c1C	-11%	11%	0%	-0.1%	3%	-0.29	-0.29	-0.048	-0.13	3%	-1.1%	-12%
CSc1nnc(-c2cnccn2)n1CCCN1CCCC1=O	11%	14%	6%	-0.1%	3%	0.71	-0.2	0.58	0.79	4%	-1.0%	19%
COc1cccc(OCCOCC(O)CN2CCN(Cc3ccc(Cl)cc3)CC2)c1 (centres undefined)	-34%	-4%	-27%	0.0%	4%	-0.5	-0.33	-0.59	0.38	4%	4.6%	-23%
O=C(Nc1ccccc1F)c1cc2nc(C(F)F)cc(C(F)F)n2n1	-6%	-4%	1%	-0.5%	3%	1.3	-0.18	0.35	-1.7	6%	3.5%	-32%
O=C(NCc1ccco1)Nc1cccc([N+](=O)[O-])c1	7%	24%	-2%	-0.1%	46%	-1	-0.27	0.027	-0.095	7%	2.0%	2%
CN(C)Cc1c(O)ccc2c(=O)c(-c3ccccc3Cl)coc12	-41%[20 µM]	3%	·	-0.3%	36%	·	·	·	·	·	-3.8%	-34%
CCOC(=O)C1CCN(C(=O)COc2ccc(S(=O)(=O)NC(C)C)cc2Cl)CC1	-11%	17%	4%	-0.2%	3%	0.42	-0.22	0.08	-0.2	14%	-5.8%	-38%
Cc1cccc2c(C(=O)N3CCN(c4ccccn4)CC3)cc(-c3cccc(Br)c3)nc12	-15%	-1%	·	-0.1%	15%	·	·	·	·	·	3.6%	-19%
N/C(CN1CCSCC1)=N\OCc1c(F)cccc1Cl	-15%	-19%	-1%	-0.1%	34%	-0.16	-0.3	-0.017	0.34	-1%	1.2%	0%
CC1CCN(C(=O)CN(c2ccc(Cl)c(C(F)(F)F)c2)S(C)(=O)=O)CC1	-8%	-3%	5%	-0.1%	-6%	-0.41	-0.38	-0.093	0.42	3%	0.2%	5%
Nn1c(SCC(=O)N2CCN(S(=O)(=O)c3ccccc3)CC2)nnc1-c1cccs1	-28%	16%	-10%	-0.3%	-4%	-1.1	-0.23	-1.1	0.68	-1%	2.7%	·
CCOC(=O)c1ccc(Nc2cnc3ccccc3n2)cc1	-17%[20 µM]	-114%	-2%	-0.1%	18%	0.47	-0.26	0.45	-0.25	12%	-2.8%	-35%
O=C(CCNC(=O)c1ccccc1)N=Nc1c(O)[nH]c2ccccc12	-4%	-4%	8%	0.3%	-6%	0.66	-0.35	-0.088	-0.64	14%	-0.5%	-51%
COc1ccc(OC(C)C(=O)NC2CCCCCC2)cc1 (centres undefined)	-22%	14%	·	-0.1%	1%	·	·	·	·	·	4.6%	-7%
CCc1ccc(NC(=O)C/C(C)=N/NC(=O)COc2ccccc2C)cc1	37%	13%	·	-0.2%	1%	·	·	·	·	·	0.0%	18%
Brc1ccc(C2CC(c3ccccc3)=Nc3ccccc3N2)cc1 (centres undefined)	11%	-70%	3%	0.1%	-2%	-0.21	-0.2	-0.45	0.2	6%	8.5%	-63%
CC(Sc1nc(-c2ccccc2)cc(=O)[nH]1)C(=O)O (centres undefined)	-15%	8%	22%	0.0%	-11%	-0.57	0.049	-0.33	0.47	-4%	2.6%	-14%
CC1CCN(S(=O)(=O)c2cccc(C(=O)NNC(=O)c3ccco3)c2)CC1	0%	11%	5%	-0.1%	1%	-1.1	-0.24	-0.16	1.4	11%	7.0%	-1%
O=C1OCC2=C1C(c1ccc3c(c1)OCO3)Sc1ccccc1N2 (centres undefined)	3%	-7%	-3%	-0.2%	-3%	0.31	-0.1	-0.0054	0.21	6%	3.7%	0%
